ALOX12 inh: Primary qHTS assay for inhibitors of human arachidonate 12S-lipoxygenase (ALOX12): Round 2 | hit rate 1.1% among 580,000 | AID 1671190, 2021 | Potency, µM (doses to about 108 µM), for the others: at the highest dose activity change, negative = inhibition, actives largely listed as inhibitors | Polyunsaturated fatty acid lipoxygenase ALOX12 (Homo sapiens), P18054 | purified 12hLO, xylenol orange hydroperoxide absorbance; further: on the % scale 0 is the no-effect control and ±100 the full control effect
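Hydroperoxide product was detected by ferrous iron/xylenol orange as the 573 to 405 nm absorbance ratio. Arachidonic acid at 40 uM (final) was turned over for 30 min at room temperature by 150 nM human 12hLO, pH 7.0 Hepes buffer, after 15 min compound preincubation.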
TrxR1 inh: qHTS Assay for Inhibitors of Mammalian Selenoprotein Thioredoxin Reductase 1 (TrxR1): qHTS; Thioredoxin reductase 1, cytoplasmic (Rattus norvegicus), O89049; recombinant rTrxR1, NADPH fluorescence consumption, selenite substrate; Potency, µM (doses to about 114 µM), inactives show at the top dose activity change, negative = inhibition, usual class: inhibitors; hit rate 1% among 390,000; AID 588453, 2011; further: on the % scale 0 is the no-effect control and ±100 the full control effect; nearly all actives have a fitted effect of over 65% in size
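Rat TrxR1 (90 nM in the dispensed reagent) was pre-reduced with 400 uM NADPH for 5 min at room temperature, then incubated with compound for 15 min. After 400 uM selenite was added, NADPH fluorescence (Ex 340/Em 450 nm) was followed for 8 min.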
TrxR1 substrate: qHTS Assay for Substrates of Mammalian Selenoprotein Thioredoxin Reductase 1 (TrxR1): qHTS; purified TrxR1 substrate turnover, NADPH consumption readout; hit rate 0.01% among 390,000; Potency, µM (top dose mostly 114 µM), for the others: top-dose activity change, negative = substrate turnover; further: on the % scale 0 is the no-effect control and ±100 the full control effect; nearly all actives have a fitted effect of over 50% in size
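Rat TrxR1, dispensed at 90 nM, was prereduced with 400 uM NADPH (final) for 5 min at ~22 deg C, then incubated with compound 15 min before 400 uM selenite. A first-read NADPH fluorescence drop versus no-compound background flagged substrates.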
mIDH1 inhibitor: qHTS for Inhibitors of mutant isocitrate dehydrogenase 1 (IDH1): qHTS; Isocitrate dehydrogenase [NADP] cytoplasmic (Homo sapiens), O75874; IDH1-R132H enzyme, NADPH consumption, diaphorase/resazurin fluorescence; Potency, µM (top dose mostly 76.6 µM), for inactives: at the highest dose activity change, negative = inhibition, usual class: inhibitors; hit rate 0.093% among 390,000; AID 602179, 2012; further: on the % scale 0 is the no-effect control and ±100 the full control effect; nearly all actives have a fitted effect of over 65% in size
Target sequence (O75874 whole entry R132H, stated change not applied): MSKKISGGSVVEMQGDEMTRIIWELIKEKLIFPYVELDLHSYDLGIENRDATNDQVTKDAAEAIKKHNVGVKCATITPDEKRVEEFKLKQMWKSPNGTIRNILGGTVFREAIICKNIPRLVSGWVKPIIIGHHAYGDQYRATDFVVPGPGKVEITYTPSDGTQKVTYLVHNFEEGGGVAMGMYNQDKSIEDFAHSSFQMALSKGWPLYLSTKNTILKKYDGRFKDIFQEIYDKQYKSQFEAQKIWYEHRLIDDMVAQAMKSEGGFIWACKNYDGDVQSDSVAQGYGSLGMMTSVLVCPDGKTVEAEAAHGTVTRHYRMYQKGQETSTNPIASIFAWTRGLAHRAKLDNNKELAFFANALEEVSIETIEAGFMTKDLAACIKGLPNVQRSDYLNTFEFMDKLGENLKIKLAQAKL
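IDH1-R132H (0.5 ug/mL dispensed) in pH 7.5 Tris buffer was preincubated 30 min with compound, then given a substrate mix of 0.016 mM NADPH and 2 mM alpha-KG for 80 min at room temperature; remaining NADPH was read by diaphorase/resazurin fluorescence.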
Vif-APOBEC3F blk: qHTS for Inhibitors of Vif-A3F Interactions: qHTS; HeLa A3F-eYFP + Vif (tagged APOBEC3F with the HIV-1 protein that degrades it), YFP fluorescence increase; Potency, µM (top dose mostly 46.1 µM), for inactives: at the highest dose activity, negative = active; hit rate 0.2% among 390,000; AID 602313, 2012; further: % of control where 0% means no effect; nearly all actives have a fitted effect of over 65% in size
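HeLa cells stably expressing A3F-eYFP plus Vif, plated and incubated overnight at 37 deg C, then exposed to compounds overnight at 37 deg C. Blocked degradation read as raised yellow fluorescence (Ex 488/Em 500-530).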
RXFP1 ag: qHTS Assay for Agonists of the Relaxin Receptor RXFP1 | HEK293T-RXFP1 cAMP TR-FRET, 30 min; response scale: percent of porcine relaxin response, buffer zero | Potency, µM (highest dose often 57.5 µM), for the others: at the top dose activation, most hits filed as activators | hit rate 0.3% among 370,000; further: on the % scale 0 is the no-effect control and ±100 the full control effect; nearly all actives have a fitted effect of over 60% in size; many of its hits are not listed in these tables
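HEK293 cells stably expressing RXFP1, treated 30 min at 37C with compounds plus PDE4 inhibitor Ro 20174; cAMP measured by HTRF TR-FRET. Normalized to buffer and 29 nM porcine relaxin; EC50 by Hill fit.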
Vif-APOBEC3G blk: qHTS for Inhibitors of Vif-A3G Interactions: qHTS; HeLa A3G-eYFP + Vif (tagged APOBEC3G with the HIV-1 protein that degrades it), YFP fluorescence, overnight; hit rate 0.076% among 410,000; AID 602310, 2012; DNA dC->dU-editing enzyme APOBEC-3G (Homo sapiens), Q9HC16; Potency, µM (highest dose often 46.1 µM), without a hit: at the top dose activity, negative = active, most hits filed as inhibitors;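 further: on the % scale 0 is the no-effect control and ±100 the full control effect; nearly all actives have a fitted effect of over 60% in size; hits raise eYFP signal because A3G escapes Vif-driven loss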
Target sequence (Q9HC16 whole entry, looked up): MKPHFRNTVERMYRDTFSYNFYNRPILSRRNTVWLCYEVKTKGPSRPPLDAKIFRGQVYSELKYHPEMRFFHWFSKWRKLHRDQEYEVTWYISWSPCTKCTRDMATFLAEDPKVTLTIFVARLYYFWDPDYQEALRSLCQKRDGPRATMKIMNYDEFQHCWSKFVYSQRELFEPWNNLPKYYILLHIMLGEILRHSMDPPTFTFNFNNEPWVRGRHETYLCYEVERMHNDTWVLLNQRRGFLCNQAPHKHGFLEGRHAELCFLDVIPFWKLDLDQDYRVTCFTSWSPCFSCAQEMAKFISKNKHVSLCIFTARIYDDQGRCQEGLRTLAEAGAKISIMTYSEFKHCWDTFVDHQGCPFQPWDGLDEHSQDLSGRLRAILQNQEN
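HeLa cells stably expressing Vif and C-terminally eYFP-tagged A3G, seeded overnight at 37 deg C, then exposed to compound by pintool overnight at 37 deg C. Rise in yellow fluorescence (Ex 488/Em 500-530, Acumen) marks blocked Vif-driven A3G degradation.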
RGS4 inhibitor: Inhibitors of Regulator of G Protein Signaling (RGS) 4: qHTS | hit rate 0.039% among 390,000 | Potency, µM (series often up to 114 µM), for the others: top-dose activity change, negative = inhibition, most hits filed as inhibitors | AID 504845, 2011 | Transcreener GDP fluorescence polarization, RGS4-accelerated GTP hydrolysis; further: on the % scale 0 is the no-effect control and ±100 the full control effect; nearly all actives have a fitted effect of over 75% in size; some results filed as inactive show a strong effect at the top dose
Target sequence (P49798 whole entry, looked up): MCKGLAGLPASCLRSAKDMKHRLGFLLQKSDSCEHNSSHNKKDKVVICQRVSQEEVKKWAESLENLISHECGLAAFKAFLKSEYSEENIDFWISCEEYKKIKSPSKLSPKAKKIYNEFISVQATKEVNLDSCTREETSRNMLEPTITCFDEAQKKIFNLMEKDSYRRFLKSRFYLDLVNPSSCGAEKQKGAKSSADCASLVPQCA
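MLSMR compounds (23 nl, pin-transferred) preincubated 10 min at room temperature with a 500nM (2x) first reagent, then RGS4 at 900nM (2x) plus Transcreener GDP mix added; fluorescence polarization (620/688 nm) read before and after 90 min at 30 °C.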
USP1-UAF1 inh: Inhibitors of USP1/UAF1: Primary Screen; AID 743255, 2014; hit rate 0.23% among 390,000; recombinant USP1/UAF1, Ub-Rhodamine cleavage fluorescence; Potency, µM (doses to about 57.1 µM), for inactives: top-dose activity change, negative = inhibition, hits mostly inhibitors; Ubiquitin carboxyl-terminal hydrolase 1 (Homo sapiens), O94782; further: on the % scale 0 is the no-effect control and ±100 the full control effect; nearly all actives have a fitted effect of over 60% in size; inactives centre near -12
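USP1/UAF1 complex at 1 nM was preincubated with compound for 15 min at room temperature, then Ub-Rho substrate (150nM final) was added. Fluorescence (480/540 nm) was read kinetically, 6 reads every 60 seconds.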
The depositor's hits bear a star; ? = inconclusive; . = no result given; & = joins results of further samples; [ ] = another dose, or the depositor's remark. The call rests on the fitted dose curve; in most records, active means well fitted curve in the direction sought with a large enough effect; inconclusive means small, poorly fitted or top-dose-only effect, or another doubt; inactive means no such curve, though single readings can be large; an effect the other way counts as inactive or inconclusive. Potency means the concentration at half of the fitted maximal effect.

Order of values: TrxR1 inh, ALOX12 inh, RXFP1 ag, TrxR1 substrate, USP1-UAF1 inh, mIDH1 inhibitor, Vif-APOBEC3F blk, Vif-APOBEC3G blk, RGS4 inhibitor
- CN1CCCN(C(=O)CSc2ccccc2)CC1
  14.0%, ?, -0.8%, -1.8%, -5.8%, -11.0%, -0.4%, -3.4%, 6.5%
- COc1ccc(S(=O)(=O)NCCc2sc(-c3cccnc3)nc2C)c(F)c1
  13.7%[57.1 µM], -21.5%, 4.7%, 9.4%[57.1 µM], -29.2%, 3.2%, 8.9%, -1.8%, -18.4%
- CCc1ccc(C(=O)NN(C(=O)c2ccc(CC)cc2)C(C)(C)C)cc1
  -7.2%, 1.8%, -2.5%, -9.8%, -17.8%, 2.2%, 1.8%, -3.7%, -12.6%
- CCO[C@H]1OC(C(=O)N2CCCCCCC2)=C[C@@H](C)[C@@H]1CCCO
  -0.3%, ?, -2.5%, -2.2%, -27.3%, -0.7%[38.3 µM], 5.6%, -0.8%, -7.5%
- C[C@@H]1C(c2cccc(Cl)c2)=NN(c2ccccc2)[C@H]1C(=O)N1CCOC1=O
  87.2%[activator], -20.7%, ., 96.4%[activator], -26.9%, 13.6%, 6.8%, -7.3%, -15.3%
- O=C(c1ccccc1)c1ccc[nH]1
  19.3%, -2.0%, ., 2.2%, 2.5%, -2.9%, 1.9%, 1.9%, 1.3%
- COc1ccc(/C=C/C(=O)NCC(=O)N/N=C(\C)Cc2ccccc2)cc1
  2.0%[57.1 µM], ?, 2.6%, -21.9%[57.1 µM], 8.1%, 7.5%, 1.8%, 1.7%, -18.2%
- Cc1nn(C(=O)COc2ccccc2)c(C)c1Sc1ccccc1
  30.3%, -6.5%, 0.0%, 13.9%, -22.0%, ., ., ., -21.8%
- CN(C(=O)c1cccc(NC(=O)Cc2cccc(NC(=O)C3CCCN(C(=O)C4CCC4)C3)c2)c1)C1CC1 (stereo not given)
  5.7%, ?, ., -1.4%, -5.1%, 9.4%[38.3 µM], -5.5%, 2.9%, -11.8%
- CCC1CCCCN1CCCNC(=O)c1cn(C)c2ccc(S(=O)(=O)N3CCOCC3)cc2c1=O (stereo not given)
  15.8%[57.1 µM], -2.1%, 15.4%, 0.6%[57.1 µM], -16.8%, -8.1%, 2.4%, 0.1%, -10.0%[56.9 µM]
- CCSc1nc(-c2ccc(OC)cc2)cc(-c2ccccc2)c1C#N
  24.6%, -4.0%, 1.0%, 15.1%, -17.8%, -0.2%, 3.2%, -1.0%, -22.6%
- O=C(CNC(=O)c1ccc(Br)o1)NNC(=O)c1ccc(Br)cc1
  26.6%, -53.0%, 0.0%, 10.3%, -15.0%, 2.6%, -13.6%, 1.2%, -12.9%
- Fc1ccc([C@@H]2CCNC[C@H]2COc2ccc3c(c2)OCO3)cc1
  -9.9%[57.1 µM], ?, 1.1%, 3.3%[57.1 µM], -20.9%&-15.9%&-13.7%, -2.7%&-13.9%&0.3%, 1.0%&-6.3%&-3.3%, -2.3%&-9.4%&-4.8%, 13.2%[56.9 µM]
- Cc1ccc(CCNC(=O)C2CC(c3cc(C(F)(F)F)cc(C(F)(F)F)c3)=NO2)cc1 (stereo not given)
  19.2%, ?, 5.2%, -0.1%, -28.2%, -0.9%, 5.5%, 0.6%, 9.3%
- CCOC(=O)CNC(=O)CN1C(=O)CCS(=O)(=O)c2ccccc21
  13.4%, 386.4%[activator], 0.9%, 7.2%, -11.0%, 1.4%, 2.5%, -5.0%, -6.3%
- S=c1[nH]ncn1/N=C/c1ccccn1
  -19.5%, -31.2%, -2.6%, -5.1%, -6.6%, 14.6%, 0.8%, 0.6%, -37.3%
- CCN(CC)C(=O)c1sc2c(c1C)c(=O)n(CCc1ccccc1)c(=O)n2Cc1ccc(F)cc1Cl
  -12.2%[57.1 µM], -26.3%, 1.3%, -5.7%[57.1 µM], -1.7%, -28.9%, 1.1%, -0.5%, -1.0%
- O=C(Nc1ccc2c(c1)OCO2)c1ccccn1
  -18.2%, 5.62µM*, -1.1%, -4.6%, -7.6%, -8.0%, 4.5%, 1.7%, 3.8%
- CCC1SC2=NC(C)=C(C(=O)OC)C(c3ccc(C(=O)OC)cc3)N2C1=O (stereo not given)
  -5.8%, -23.9%, 2.3%, -9.2%, -15.5%, 5.2%, -5.4%, 1.5%, -2.9%
- O=S(=O)(Nc1ccc(-n2cnnn2)cc1)c1cccs1
  11.1%, -9.7%, 0.0%, 2.6%, -18.3%, 2.9%, -1.1%, -10.0%, -14.3%
- COc1ccc(N(CC(=O)NCc2ccco2)C(=O)CCC(=O)Nc2nccs2)cc1
  15.8%, 14.2%, -1.1%, 3.5%, -11.5%, -1.4%, 1.3%, 1.9%, -8.3%
- Nc1nc(NC(=O)CCCC(=O)O)nn1-c1ccccc1
  -4.7%, 3.6%, 0.1%, -5.9%, -4.2%, 6.7%, -4.2%, 1.6%, 17.0%
- O=S1(=O)CCN(Cc2ccc(Cl)c(C(F)(F)F)c2)CC1
  4.9%[57.1 µM], 1.5%, 2.7%, 7.3%[57.1 µM], -9.9%, -1.6%, -3.7%, -4.9%, 0.6%
- CCOc1ccc(-c2noc(CCCC(=O)NC3CCCCC3)n2)cc1OC
  15.0%[57.1 µM], 12.9%, 0.9%, 7.7%[57.1 µM], -18.5%, 1.7%, 2.5%, 0.1%, -6.6%
- c1ccc(N2CCN(Cc3cccn3-c3nnc(N4CCN(C5CCCCC5)CC4)s3)CC2)cc1
  10.7%, -6.1%, -0.3%, 2.4%, -25.0%, 12.4%, -0.7%, -0.6%, -11.9%
- CC(=O)Nc1cccc(NC(=O)C2C3C=CC(C3)C2C(=O)O)c1 (stereo not given)
  4.4%, 0.0%, -3.0%, -3.6%, -22.2%, 0.0%, 7.4%, -0.2%, 23.0%
- O=C(O)c1ccccc1C(=O)NCC(O)c1ccccc1 (stereo not given)
  29.8%, ?, 0.6%, 16.1%, -24.1%, 0.0%, 15.8%, 2.7%, -6.2%
- COc1ccc2ccccc2c1-c1sc(Nc2ccccc2)n[n+]1-c1ccc(F)cc1
  15.1%[57.1 µM], ?, 0.1%, 6.6%[57.1 µM], 10.2%, 18.6%, ?, 3.5%, 13.5%
- CC(=O)NCCNC(=O)CCCc1nnc2n(CCC(C)C)c(=O)c3sccc3n12
  38.3%[activator], -12.8%, 12.1%, 15.9%, -2.7%, -9.3%, 1.2%, -1.1%, 12.6%
- CCCCCn1c(=O)[nH]c2cc(C(=O)NC3CCN(Cc4ccccc4)CC3)ccc2c1=O
  13.1%, 0.0%, ., 7.0%, -16.4%, -0.3%, ?, 0.4%, -3.9%
- CC1CCCN(Cc2c(O)ccc3c(=O)c(-c4ccc(Cl)cc4)c(C(F)(F)F)oc23)C1 (stereo not given)
  11.8%, -15.9%, 2.9%, 5.6%, -4.5%, ., ., ., 3.9%
- CCc1ccc(-n2c(=O)c3c4c(sc3n(CC(=O)NCCCOC)c2=O)CCC4)cc1
  4.6%, 1.1%, -0.6%, 1.4%, -2.6%, 4.5%, -5.5%, 1.5%, 15.1%
- COc1ccc(COC(=O)CCc2cc(OC)c(OC)c(OC)c2)cc1F
  15.3%, 12.7%, ., 4.1%, -12.8%, -0.4%, 11.0%, 3.2%, -13.8%
- NNc1ncnc2scc(-c3ccc(Cl)cc3)c12
  2.4%, ?, 0.0%, 5.2%, -10.8%, 3.4%, -9.7%, -1.0%, -2.4%
- COc1ccc(OC)c(-c2csc(NC(=O)Cc3cccs3)n2)c1
  5.4%[57.1 µM], -10.2%, 7.7%, -9.1%, -20.4%, 9.2%, 6.5%, 0.7%, -25.9%
- COc1ccc(CCC(=O)NCCc2csc(-c3cccc(F)c3)n2)cc1
  8.0%[57.1 µM], -35.5%, 1.3%, -1.9%[57.1 µM], -29.7%, 12.6%, 3.3%, 2.5%, 11.2%

Record cards, from the list above:
Listed for COc1ccc(OC)c(-c2csc(NC(=O)Cc3cccs3)n2)c1 : TrxR1 inh: 5.4%[57.1 µM]; ALOX12 inh: -10.2%; RXFP1 ag: 7.7%; TrxR1 substrate: -9.1%; USP1-UAF1 inh: -20.4%; mIDH1 inhibitor: 9.2%; Vif-APOBEC3F blk: 6.5%; Vif-APOBEC3G blk: 0.7%; RGS4 inhibitor: -25.9%
Listed for COc1ccc(CCC(=O)NCCc2csc(-c3cccc(F)c3)n2)cc1 : TrxR1 inh: 8.0%[57.1 µM]; ALOX12 inh: -35.5%; RXFP1 ag: 1.3%; TrxR1 substrate: -1.9%[57.1 µM]; USP1-UAF1 inh: -29.7%; mIDH1 inhibitor: 12.6%; Vif-APOBEC3F blk: 3.3%; Vif-APOBEC3G blk: 2.5%; RGS4 inhibitor: 11.2%

A portion of the library; the hit share may differ from the screen's.
